Shiga toxin inh: inhibitors of Shiga toxin in Vero cells; Vero cells, Shiga toxin protein synthesis inhibition reporter; inhibition, % at 38.7 µM; hit rate 9.2% among 290,000; AID 2315; in the data active = inhibition mostly above about 28%, no sharp cut-off; inactive = mostly below about 43%; also: 0% is about no effect
Cycloheximide cs: affects cycloheximide protein synthesis inhibition readout, counter-screen; cell reporter, cycloheximide protein synthesis inhibition counterscreen; max response, %; hit rate 12% among 300,000; AID 2314; in the data active = max response mostly above about 13%, no sharp cut-off; inactive = mostly below about 14%; also: read at 38.3 µM for the half of the compounds with a filed dose; 0% is about no effect
AMA1 RON2 block: inhibitors of Plasmodium falciparum AMA1-RON2 interaction; AlphaScreen AMA1-biotinylated RON2 peptide binding; Potency, µM (doses to about 58.2 µM), for the others: top-dose activity change, negative = inhibition, hits mostly inhibitors; AID 720542; hit rate 0.2% among 360,000;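 also: potency is read from the fitted curve at half-maximal effect; 0% = vehicle wells and -100% = peptide control; nearly all actives have a fitted effect of over 45% in size; some results filed as inactive show a strong effect at the top dose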
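AMA1 (3D7) with his tag at 25 nM final met compounds first, then biotinylated RON2 peptide at 25 nM; detection used donor plus acceptor beads, 10 µg/mL apiece, read by AlphaScreen after 30 min at room temperature.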
Pf growth 48h: P. falciparum growth inhibition at 48 hours (one generation); hit rate 5.9% among 310,000; P. falciparum luciferase growth in erythrocytes, 48 h; AID 504832; Potency, µM (series often up to 28.7 µM), for inactives: at the top dose activity change, negative = inhibition, actives largely listed as inhibitors; also: potency is read from the fitted curve at half-maximal effect; % is scaled to controls: 0 for no effect and ±100 for the full control effect
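Luciferase-expressing parasites in RBCs, 2% Hct / 0.1% parasitemia final; RPMI 1640 + 0.5% Albumax; 37 C, 5% CO2, one generation; luminescence read-out, lower signal = inhibition.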
TbPYK inhibitor: T. brucei pyruvate kinase inhibition. Potency, µM (titrated, usually from 76.8 µM), for the others: at the highest dose activity, negative = inhibition, most hits filed as inhibitors. TbPYK enzyme, Kinase-Glo Plus ATP luminescence, 45 min. AID 624173. hit rate 0.12% among 410,000; also: potency is read from the fitted curve at half-maximal effect; % is scaled to controls: 0 for no effect and ±100 for the full control effect; nearly all actives have a fitted effect of over 50% in size
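Readout: single end-point luminescence (Kinase-Glo Plus, 10 min). Reaction conditions were TbPYK/substrate plus 130 uM ADP, 45 min at RT, pH 7.2 TEA buffer. No-enzyme wells served as controls, and data were normalized before concentration-response fitting.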
LmPK inh: inhibitors of Leishmania mexicana pyruvate kinase. hit rate 0.37% among 290,000. AID 1721. Potency, µM (series often up to 57.5 µM), for inactives: at the highest dose activity change, negative = inhibition, actives largely listed as inhibitors. Q27686. purified LmPK, Kinase-Glo ATP luminescence, 1 h; also: potency is read from the fitted curve at half-maximal effect; % is scaled to controls: 0 for no effect and ±100 for the full control effect
Target sequence (Q27686 whole entry, looked up): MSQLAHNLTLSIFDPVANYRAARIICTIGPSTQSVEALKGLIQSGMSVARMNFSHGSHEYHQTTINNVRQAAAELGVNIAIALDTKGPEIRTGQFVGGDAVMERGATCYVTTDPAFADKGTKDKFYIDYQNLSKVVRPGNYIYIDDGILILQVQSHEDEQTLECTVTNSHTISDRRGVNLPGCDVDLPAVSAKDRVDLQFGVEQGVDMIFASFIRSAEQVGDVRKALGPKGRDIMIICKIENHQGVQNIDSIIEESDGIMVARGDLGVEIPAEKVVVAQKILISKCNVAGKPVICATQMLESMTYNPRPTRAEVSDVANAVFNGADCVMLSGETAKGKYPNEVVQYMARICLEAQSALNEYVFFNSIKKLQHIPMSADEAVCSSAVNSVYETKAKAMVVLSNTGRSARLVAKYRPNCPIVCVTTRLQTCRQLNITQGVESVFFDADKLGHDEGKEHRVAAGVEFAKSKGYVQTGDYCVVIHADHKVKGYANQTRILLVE
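In 50 mM imidazole pH 7.2 with 7 mM MgCl2, LmPK (0.1 nM) turned over PEP (0.5 mM) and ADP (0.1 mM) for 1 h at room temperature. Luciferase read-out of ATP.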
Pf growth 96h: P. falciparum growth inhibition at 96 hours; P. falciparum luciferase reporter growth, 96 h; Potency, µM (top dose mostly 28.7 µM), for the others: at the highest dose activity change, negative = inhibition, most hits filed as inhibitors; hit rate 6.9% among 320,000; also: potency is read from the fitted curve at half-maximal effect; % is scaled to controls: 0 for no effect and ±100 for the full control effect
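Two-generation exposure (96 h) targets delayed-death phenotype. Reporter parasites carrying integrated firefly luciferase, in red cells at 2% hematocrit and 0.05% parasitemia final, kept at 37 C, 5% CO2; luminescence loss indicates inhibition.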
The depositor's hits bear a star; ? = inconclusive; · = no result given; [ ] = another dose, or the depositor's remark. Unless noted, calls follow the shape of the dose curve; as a rule, active = well fitted curve in the direction sought with a large enough effect; inconclusive = small, poorly fitted or top-dose-only effect, or another doubt; inactive = no such curve, though single readings can be large; an effect the other way counts as inactive or inconclusive.

no.	SMILES	Shiga toxin inh	Cycloheximide cs	AMA1 RON2 block	Pf growth 48h	TbPYK inhibitor	LmPK inh	Pf growth 96h
1	O=C(N/N=C/C=C/c1cccc([N+](=O)[O-])c1)C(O)c1ccccc1 (centres undefined)	41	-1	29%	45%[activator]	3%	0%	41%[activator]
2	COC(=O)c1c(NC(=O)COC(=O)Cn2cnc3ccccc32)sc(C)c1C	-5	4	-11%	?	4%	-1%	·
3	CCOC(=O)c1c(NC(=O)CSc2nnc(-c3ccccc3)o2)sc(C(C)=O)c1C	11	13	5%	3%	8%	6%	·
4	COc1ccc2nc3c(cc2c1)c(NC(=O)C1CCCO1)nn3CC(C)C (centres undefined)	-13	2	84%[activator]	·	-3%	-1%	?
5	Cc1ccc(OCCn2c(SCCO)nc3c(N)ncnc32)cc1	-22	8	-1%	6%	-8%	0%	47%[activator]
6	CCCC(=O)C1=C(O)C(C(=O)OC)C(C)(C)CC1=Nc1ccc(Br)cc1 (centres undefined)	-3	1	-27%	?	0%	6%	?
7	CC(Sc1nnc2n1CCCCC2)C(=O)Nc1ccc(S(N)(=O)=O)cc1 (centres undefined)	·	·	-2%	30%	-13%	·	29%
8	COC(=O)c1c(NC(=O)CC2Nc3ccccc3NC2=O)sc(C)c1C (centres undefined)	-2	-2	4%	5%	-3%	-1%	30%[activator]
9	COc1ccc(C(=S)N2CCOCC2)cc1OC(=O)c1cc(OC)c(OC)c(OC)c1	15	8	-19%	-15%	-14%	1%	0%
10	CCc1cccc(C)c1NS(=O)(=O)c1cccs1	3	-6	-10%	12%	-4%	5%	28%
11	CCOC(=O)/C(C(=Nc1ccccc1)Nc1ccccc1)=C(\C)O	-4	2	7%	-1%	1%	0%	10µM*
12	CCOc1cc(CNc2ccccc2)cc(Br)c1OCC(=O)NC(C)(C)C	-14	-3	7%	?	5%	2%	9.3µM*
13	Cc1ccc(C(=O)Cn2nnc(-c3ccccc3-n3cnnn3)n2)cc1	-2	-3	-2%	?	0%	3%	-7%
14	O=C1NCCN/C1=C\C(=O)c1ccccc1	26	33*	-2%	·	-5%	-4%	43%[activator]
15	O=C(N1CCNCC1)N1CCOCC1	2	-1	·	·	·	-5%	18%
16	COc1cc2c(cc1OC)CN(Cc1ccc(OC)c(C)c1OC)CC2	-3	-1	?	-12%	28%	4%	2%
17	Cc1ccc(C2CC(c3cccs3)=NN2C(=O)CSC2=NN3CCCC(=O)N=C3S2)cc1 (centres undefined)	17	0	4%	9.3µM*	4%	-1%	1µM*
18	Cc1ccc(S(=O)(=O)CCC(=O)OCc2ccccc2F)cc1	-8	-2	7%	8%	1%	-4%	72%[activator]
19	CC1=C(C(=O)OCC2CCCO2)C(c2ccccc2OC(C)C)C2=C(CC(c3ccco3)CC2=O)N1 (centres undefined)	-17	1	-4%	3.3µM*	3%	2%	27%
20	CCC(C)n1c(=S)[nH]c2ccccc2c1=O (centres undefined)	-8	6	52%[activator]	?	-6%	5%	?
21	CC(C)(C)NC[C@H](O)CSc1nc(-c2ccc(C(N)=O)s2)cs1	·	·	·	?	1%	·	11µM*
22	Cc1nc2nc(-c3ccc(Cl)cc3)[nH]n2c(=O)c1C	38*	5	·	144%[activator]	·	1%	208%[activator]
23	CN(C)c1ccc(/C=N/NC(=O)CN(c2ccccc2Cl)S(C)(=O)=O)cc1Br	-10	-5	-16%	?	5%	-1%	-2%
24	Cc1ccc(NC(=O)CSc2nnc(NC(=O)c3ccc(S(=O)(=O)N4CCOCC4)cc3)s2)cc1	15	-4	-3%	26%	-1%	1%	38%[activator]
25	O=C(CSc1nnnn1Cc1ccccc1)NC1CCCCC1	4	-4	-7%	-31%[1.15 µM]	-7%	1%	?
26	O=C(O)c1cnc(-c2ccccc2)nc1Sc1ccccc1Cl	-5	1	-4%	9%	1%	8%	88%[activator]
27	Cc1cc2oc3c(c(=O)c2cc1C)C(c1cccc(Br)c1)N(Cc1ccco1)C3=O (centres undefined)	22	-5	-1%	?	-3%	6%	?
28	COc1ccc(C(C(=O)NC2CCCCC2)N(C(=O)c2ccco2)c2ccccc2C(C)=O)cc1OC (centres undefined)	-7	-3	4%	?	-1%	-4%	14%
29	CCc1ccc(C2NC(=S)NC3=C2C(=O)CCC3)cc1 (centres undefined)	-20	2	0%[2.32 µM]	?	-6%	2%	?
30	Cc1cccc(-n2c(CNC(=O)COc3ccccc3)nnc2SCC(=O)Nc2nccs2)c1	-9	-4	-8%	?	-9%	2%	30%[activator]
31	O=C1CC(=O)N(c2ccc(Cl)cc2)C(=O)N1	·	-2	6%	-2%	-7%	-3%	61%[activator]
32	O=c1cc(-c2ccccc2)nc(SCc2ccc(F)cc2)[nH]1	-8	-1	-10%[2.32 µM]	-7%	-1%	-1%	250%[activator]
33	Cc1ccc2nc(SCC(=O)N/N=C/c3ccc(C(=O)O)cc3)cc(C)c2c1	·	1	2%	-3%	0%	3%	-7%
34	CCn1c2ccccc2c2cc(NC(=O)CSc3nnc(-c4ccc(OC)cc4)n3N)ccc21	-15	-1	-23%	?	1%	8%	?
35	COc1ccc(CN(C)S(=O)(=O)c2nnc(NC(=O)c3cccc(C)c3)s2)cc1OC	-6	7	0%	-3%	?	-3%	20%
36	CC(NC(=O)COC(=O)CCc1nc2ccccc2c(=O)[nH]1)c1ccccc1 (centres undefined)	22	11	19%	9%	2%	-3%	106%[activator]
37	NC(=O)CCC(NC(=O)c1ccc(Cl)cc1)C(=O)NCCc1ccc2c(c1)OCCO2 (centres undefined)	·	·	-8%	-21%	-1%	·	25%
38	C=CCn1c(COc2ccccc2C)nnc1SCC(=O)O	-4	-2	14%	19%	5%	-3%	57%[activator]
39	Cc1cc(N2CCCC2)n2nc(C)c(-c3ccccc3)c2n1	25	6	·	20%	·	0%	62%[activator]
40	On1c(-c2ccc(Cl)cc2Cl)nc2ncccc21	19	7	-5%	41%[activator]	-2%	-10%	40%[activator]
41	COCc1c(C(=O)NC2CCCCC2)sc2cccc(F)c12	·	·	-2%	16%	2%	·	54%[activator]
42	O=C(CCc1nnc2ccc(N3CCC4(CC3)OCCO4)nn12)NCc1ccccc1Cl	3	-9	1%	-7%	3%	4%	41%[activator]
43	Cc1ccc(OCc2ccc(C(=O)N3CCCC3)o2)c([N+](=O)[O-])c1	24	18	3%	0%	0%	0%	15%
44	Cc1ccc(S(=O)(=O)N2CCN(C(=O)N3CCCC3)CC2)cc1	3	-1	18%	-4%	1%	-5%	-8%
45	CCn1c(SCC(=O)N/N=C/c2ccc(C)o2)nnc1-c1ccc(C(C)(C)C)cc1	-3	1	20%	-10%	-7%	-1%	?
46	CN(CC(=O)Nc1cccc(F)c1)C(=O)c1cccc(N2C(=O)CCC2=O)c1	·	·	-2%	-17%	-10%	·	?
47	CCC1(C)CC(C(CC(=O)O)c2ccc(C)cc2)CCO1 (centres undefined)	19	-3	11%	·	2%	-11%	?
48	COc1ccccc1N1CCN(CC(O)c2c(C)[nH]c3ccccc23)CC1 (centres undefined)	4	-3	0%	-12%	1%	2%	1%
49	Cc1ccc(CNC(=O)CCC(=O)N2CC(C)Oc3ccccc32)cc1 (centres undefined)	2	-1	4%	4%	4%	0%	64%[activator]
50	CC[n+]1c(/C=C2\C=C(C)CC(C)(C)C2)sc2ccccc21	-9	-3	?	0.33µM*	?	-2%	?

12 entries from above, sorted by molecular weight, largest number first.
no.	SMILES	Shiga toxin inh	Cycloheximide cs	AMA1 RON2 block	Pf growth 48h	TbPYK inhibitor	LmPK inh	Pf growth 96h
24	Cc1ccc(NC(=O)CSc2nnc(NC(=O)c3ccc(S(=O)(=O)N4CCOCC4)cc3)s2)cc1	15	-4	-3%	26%	-1%	1%	38%[activator]
17	Cc1ccc(C2CC(c3cccs3)=NN2C(=O)CSC2=NN3CCCC(=O)N=C3S2)cc1 (centres undefined)	17	0	4%	9.3µM*	4%	-1%	1µM*
27	Cc1cc2oc3c(c(=O)c2cc1C)C(c1cccc(Br)c1)N(Cc1ccco1)C3=O (centres undefined)	22	-5	-1%	?	-3%	6%	?
9	COc1ccc(C(=S)N2CCOCC2)cc1OC(=O)c1cc(OC)c(OC)c(OC)c1	15	8	-19%	-15%	-14%	1%	0%
3	CCOC(=O)c1c(NC(=O)CSc2nnc(-c3ccccc3)o2)sc(C(C)=O)c1C	11	13	5%	3%	8%	6%	·
46	CN(CC(=O)Nc1cccc(F)c1)C(=O)c1cccc(N2C(=O)CCC2=O)c1	·	·	-2%	-17%	-10%	·	?
5	Cc1ccc(OCCn2c(SCCO)nc3c(N)ncnc32)cc1	-22	8	-1%	6%	-8%	0%	47%[activator]
26	O=C(O)c1cnc(-c2ccccc2)nc1Sc1ccccc1Cl	-5	1	-4%	9%	1%	8%	88%[activator]
1	O=C(N/N=C/C=C/c1cccc([N+](=O)[O-])c1)C(O)c1ccccc1 (centres undefined)	41	-1	29%	45%[activator]	3%	0%	41%[activator]
29	CCc1ccc(C2NC(=S)NC3=C2C(=O)CCC3)cc1 (centres undefined)	-20	2	0%[2.32 µM]	?	-6%	2%	?
10	CCc1cccc(C)c1NS(=O)(=O)c1cccs1	3	-6	-10%	12%	-4%	5%	28%
20	CCC(C)n1c(=S)[nH]c2ccccc2c1=O (centres undefined)	-8	6	52%[activator]	?	-6%	5%	?

More compounds
no.	SMILES	Shiga toxin inh	Cycloheximide cs	AMA1 RON2 block	Pf growth 48h	TbPYK inhibitor	LmPK inh	Pf growth 96h
51	COc1ccc(Cc2nnc(NC(=O)c3cc(OC)cc(OC)c3)s2)cc1	·	1	-1%	-23%	0%	11%	?
52	CCc1cc(CNC(=O)c2cc(COc3ccc(C)nc3)on2)on1	59*	44*	8%	-2%	2%	-6%	-4%
53	O=c1c(=O)n(O)c2ccccc2n1O	-21	1	20%	17%	-11%	0%	?
54	O=C(COC(=O)c1ccc(Cl)nc1)NCc1ccco1	11	-5	-10%	-6%	-4%	-9%	-6%
55	CCCCn1c(N)c(N(CC(C)C)C(=O)CN(C)Cc2cccc(OC)c2)c(=O)[nH]c1=O	-7	-2	-6%	·	-3%	7%	?
56	CCOC(=O)/C(C#N)=C/C1=C(N2CCCC2)CC(C)(CC)OC1 (centres undefined)	-12	-4	-2%	·	-4%	-5%	-28%
57	Oc1ccc(N2CCN(c3ccnc4cc(Cl)ccc34)CC2)cc1	22	-3	-18%	3.3µM*	?	-11%	2.3µM*

From PubChem BioAssay
